HT1080-NT tox – kills 2HG-producing HT-1080-NT fibrosarcoma cells. HT-1080-NT fibrosarcoma viability, CellTiter-Glo ATP luminescence, 48 h. Potency, µM (titrated, usually from 46.1 µM), without a hit: top-dose activity, negative = less viability, actives largely listed as cytotoxic. 360,000 compounds, 1.6% hits. AID 686970;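 also: NT is the 2HG producing partner of a matched IDH1 knockdown line; 0% = DMSO-treated cells and -100% = media-only wells without cells; nearly all actives have a fitted effect of over 55% in size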
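Luminescent CellTiter-Glo readout after 48 hours of compound exposure at 37 degrees C defined viability of HT-1080-NT cells. Activity was normalized to DMSO wells and cell-free media wells; concentration-response curves were fitted and assigned curve classes.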
GLP-1R agonist – GLP-1 receptor (human) agonism. P43220. HEK293 GLP-1R CRE-luciferase, luminescence, 4-6 h; cells express a hypersensitive GLP-1R form. Potency, µM (top dose mostly 45.6 µM), for inactives: top-dose activation, actives largely listed as activators. 380,000 compounds, 0.007% hits. AID 624172; also: % of control where 0% means no effect
Target sequence (P43220 whole entry, looked up): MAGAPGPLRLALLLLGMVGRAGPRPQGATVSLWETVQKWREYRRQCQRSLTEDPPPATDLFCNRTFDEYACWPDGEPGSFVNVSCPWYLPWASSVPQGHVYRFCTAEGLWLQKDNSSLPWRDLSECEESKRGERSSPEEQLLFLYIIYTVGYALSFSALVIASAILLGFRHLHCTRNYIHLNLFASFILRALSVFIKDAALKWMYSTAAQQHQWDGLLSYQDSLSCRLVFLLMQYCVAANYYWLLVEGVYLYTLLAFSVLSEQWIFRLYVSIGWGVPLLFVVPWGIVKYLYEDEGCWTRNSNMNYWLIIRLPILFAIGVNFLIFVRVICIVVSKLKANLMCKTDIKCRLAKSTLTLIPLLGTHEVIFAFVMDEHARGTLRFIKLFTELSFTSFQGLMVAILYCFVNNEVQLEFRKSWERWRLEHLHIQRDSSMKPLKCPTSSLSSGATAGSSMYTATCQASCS
KB-V1 cytotox – KB-V1 MDR subline cytotoxicity. KB-V1 MDR cells viability, CellTiter-Glo, 72 h. AID 1347076. Potency, µM (titrated, usually from 46.1 µM), for the others: at the top dose activity change, negative = cytotoxicity, hits mostly cytotoxic. 400,000 compounds, 3.4% hits; also: % is scaled to controls: 0 for no effect and ±100 for the full control effect; nearly all actives have a fitted effect of over 60% in size
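Drug-selected KB-V1 cells, grown in DMEM lacking phenol red with 10% FBS, receive compound titrations; after three days at 37 degrees C, surviving cell ATP is quantified by CellTiter-Glo luminescence and responses normalized and curve-fitted.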
HT1080 IDH1KD tx – kills HT-1080 cells with IDH1 knockdown | HT-1080 IDH1 knockdown viability, ATP luminescence, 48 h | Potency, µM (top dose mostly 46.1 µM), for inactives: at the top dose activity, negative = toxicity, most hits filed as cytotoxic | 360,000 compounds, 2% hits;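 also: 0% = DMSO wells and -100% = cell-free medium wells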
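Viability of IDH1-knockdown HT-1080 fibrosarcoma cells was assessed by CellTiter-Glo after 48 h at 37 °C with titrated compound; concentration-effect curves were classified by fit quality and response size.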
TDP-43 yeast inh – inhibitors of TDP-43 toxicity in yeast | TDP-43 expressing yeast growth rescue, BacTiter-Glo, 24 h | 410,000 compounds, 1.8% hits | Potency, µM (highest dose often 46.1 µM), without a hit: top-dose growth rescue (activation), hits mostly activators; also: % of control where 0% means no effect; nearly all actives have a fitted effect of over 50% in size
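Yeast expressing TDP-43 (pregrown in raffinose, seeded at OD600=0.02 in galactose medium) exposed to compounds 24 hr at 30 deg C. Growth read by BacTiter-Glo luminescence; rescue of toxicity appears as increased signal.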
GLP1R cytotox – cytotoxicity in counter-screen for GLP-1R inverse agonists. HEK293 cAMP-luciferase reporter cells, luminescence, 24 h. Potency, µM (doses to about 38.3 µM), for the others: top-dose activity change, negative = inhibition, actives largely listed as inhibitors. 410,000 compounds, 0.13% hits. AID 624418;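 also: loss of luciferase light is scored as toxicity; % is scaled to controls: 0 for no effect and ±100 for the full control effect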
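Cells in DMEM/10% Nu serum/1% pen-strep, 1536-well format. Pre-incubated 12 h, dosed with 23 nL compound, incubated a further 24 h. Luciferase detection, 12 min at room temp, luminescence.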
SW480 rerep – DNA re-replication induction in SW480 cells; SW480 DNA re-replication, Hoechst DNA content imaging, 48 h; Potency, µM (series often up to 46.1 µM), for the others: at the highest dose re-replication activation, usual class: activators; 340,000 compounds, 1.8% hits; AID 624297; also: % of control where 0% means no effect; nearly all actives have a fitted effect of over 55% in size
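Quantitative HTS format with DMSO vehicle controls; 48 hr drug incubation at 37 C, then 40 min Hoechst staining and scanning imager measurement at 405 nm excitation.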
GLP1R inv ag – GLP-1 receptor (human) inverse agonism. P43220. Potency, µM (doses to about 38.3 µM), for the others: at the highest dose activity change, negative = inhibition, hits mostly inhibitors. AID 624417. 410,000 compounds, 1.6% hits. HEK293 GLP-1R CRE-luciferase, luminescence, 24 h; GLP-1R form is constitutively active; also: % is scaled to controls: 0 for no effect and ±100 for the full control effect; nearly all actives have a fitted effect of over 55% in size
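GLP-1R inverse agonism mode: basal reporter luminescence in engineered HEK293 cells measured after one day of compound exposure at 37 deg C, with a 12 min room-temperature detection step.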
KB-3-1 tox – kills parental KB-3-1 adenocarcinoma cells; KB-3-1 viability, CellTiter-Glo ATP luminescence, 72 h; Potency, µM (doses to about 46.1 µM), for inactives: at the top dose activity change, negative = cytotoxic, usual class: cytotoxic; 400,000 compounds, 1.4% hits; also: % is scaled to controls: 0 for no effect and ±100 for the full control effect; nearly all actives have a fitted effect of over 60% in size
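Luminescent ATP read-out (CellTiter-Glo) measures survival of drug-naive KB-3-1 cells after 72 h compound exposure at 37 °C. Titration series was screened from lowest to highest concentration, with DMSO vehicle plates as background controls.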
Active calls of the source: *; ? = inconclusive; . = no result given; [ ] = dose if it differs, or a comment. Calls follow the shape of the dose curve; as a rule, active = well fitted curve in the direction sought with a large enough effect; inconclusive = small, poorly fitted or top-dose-only effect, or another doubt; inactive = no such curve, though single readings can be large; an effect the other way counts as inactive or inconclusive. Potency is read from the fitted curve at half-maximal effect.

Fields – GLP-1R agonist, GLP1R cytotox, HT1080-NT tox, KB-3-1 tox, KB-V1 cytotox, TDP-43 yeast inh, GLP1R inv ag, HT1080 IDH1KD tx, SW480 rerep
COc1ccccc1NC(=O)/C=C1\NC(=O)CS1
 : 0%, 0%, 9%, -4%, 0%, -7%, 10%, 12%, 9%
CCOc1ccccc1OCCCC(=O)Nc1cc(S(=O)(=O)N2CCCCC2)ccc1C
 : 8%, -22%, -2%, 10%, ?, 4%, ?, 2%, .
Cc1nc(C)c(-c2ccnc(/N=C/NO)n2)s1
 : 31%, 5%, 0%, -6%, -9%, -10%, 85%[activator], -11%, 1%
Cc1ccccc1S(=O)(=O)N1C[C@H]2CON(C)[C@H]2C[C@H]1c1cccc(Br)c1
 : 1%, -5%, 3%, 0%, 0%, -2%, -7%, 3%, -5%
COC(=O)COc1ccc2c(c1)O/C(=C\c1ccco1)C2=O
 : 3%, 9%, 21%, 2%, -4%, ?, 16%, 16%, -5%
O=C1c2ccccc2C(=O)N1CNc1ccccc1
 : 7%, -15%, 0%, 8%, 19%, 3%, -1%, -1%, 1%
O=C(O)CCC(=O)Nc1ccc(Br)cn1
 : -6%, -1%, 7%, 12%, 0%, 5%, 2%, 13%, 1%
CC(C)(C)c1cc(C(=O)NNc2cc(C(F)(F)F)ccc2Cl)n(Cc2ccccc2)n1
 : 3%, -81%, ?, ?, ?, 3%, 4µM*, ?, 5%
Cc1ccc2cccc(NC(=O)c3cccc4ccccc34)c2n1
 : ., -3%, ., 5%, ?, 27%, 11µM*, ., .
CCc1ccc(-c2nn(Cc3ccccc3)cc2/C=C/C(=O)O)cc1
 : -9%, 6%, -5%, 5%, -3%, 29%, -23%, -3%, -2%
CCN(CC)CCSc1nc(O)c(-c2ccccc2)c(=O)n1-c1ccccc1
 : -8%, 13%[0.307 µM], 11%, -5%, 3%, 11%, -3%[0.307 µM], -1%, -2%
COc1ccc(C(=O)COC(=O)C2CCN(c3ccc(C(F)(F)F)cn3)CC2)c(OC)c1
 : -1%, 0%, 18%, 21%, 0%, ?, ?, 14%, 4%
O=C(CSCC(=O)N1CCCc2ccccc21)Nc1nc(-c2ccccc2)cs1
 : 2%, 1%, -9%, 2%, 11%, 11µM*, ?, -24%, -4%
CCOC(=O)c1sc(C)c2c(=O)n(CC(=O)c3ccc(Br)cc3)nnc12
 : 0%, -11%, 12%, 6%, ?, -16%, -5%, 11%, -7%
COc1ccc(Cc2nc(C(=O)Nc3ccc(Cl)cc3)cs2)cc1
 : 5%, 9%, -14%, -11%, ?, 11%, ?, ?, -3%
CCOC(=O)C1=C[C@@H](C(C)(C)C)N(S(=O)(=O)c2ccc(C)cc2)[C@H]1c1ccc(F)cc1
 : -3%, 7%, -29%, ?, ?, -11%, ?, ?, .
O[C@H]1C[C@H](c2ccccc2)N(CC2CCCCC2)C[C@@H]1n1cc(-c2ccc(F)cc2)nn1
 : 12%, -4%, 2%, ?, ?, -5%, -10%, 4%, .
NS(=O)(=O)c1ccc(CNC(=O)CSc2ccccc2)cc1
 : 6%, 22%, -1%, -7%, 6%, -13%, -5%, 1%, 11%
COc1cccc(-c2noc(Cn3nc(C(=O)O)c4ccccc4c3=O)n2)c1
 : 16%, -1%, 19%, ?, ?, -2%, 9%, 21%, -18%
O=C(CSc1ccccc1)Nc1ccc(N2CCOCC2)cc1
 : -8%, -13%, -3%, 0%, -5%, -22%, 0%, ?, ?
CCOc1ccc(NC(=O)/C(=C\c2ccc(OC(C)=O)c(OC)c2)NC(C)=O)cc1
 : 8%, 8%, 3%, 29%, ?, 8%, 14%, 4%, 0%
COc1ccc(S(=O)(=O)N2CCCCC2)cc1NC(=O)c1[nH]c(C)c(C(C)=O)c1C
 : 12%, -1%, 5%, -9%, ?, 23%, 0%, -13%, -66%[inhibitor]
COc1ccc(C(=O)COC(=O)C2CC3CCCC(C2)C3=O)cc1Br (configuration not stated)
 : 7%, 16%, -1%, -17%, -2%, -22%, 21%, -6%, 1%
Cc1ccc(S(=O)(=O)c2nc(S(=O)(=O)c3ccc(C)cc3)c(NCCCOC(C)C)s2)cc1
 : ., 0%, ., 1%, ?, 14%, 4%, ., .
CCc1ccccc1OCCCN1CCCC1
 : -8%, 1%, -14%, 3%, 16%, 10%, -7%, -9%, -4%
O=C(c1nnc(-c2ccncc2)o1)c1ccccc1Cl
 : 0%, 29%, -13%, 1%, 3%, -22%, 20%, 8%[9.24 µM], 3%
COc1ccc(NS(=O)(=O)c2ccc(C)c(NC(=O)CN3C(=O)NC4(CCCC4)C3=O)c2)cc1
 : 14%, -3%, 3%, 0%, 0%, 16%, -2%, 1%, -16%
O=c1c2[nH]c3ccc(F)cc3c2nc2n1CCS2
 : 7%, 1%, -26%, 22%, -2%, 27%, 51%[activator], -5%, 1%
COC1C(C)=C(C)C(=O)N1Cc1ccccc1 (configuration not stated)
 : 8%, 2%, 8%, 2%, 2%, -22%, 12%, 1%, -9%
CC(=O)c1cccc(NC(=O)CSc2nc(=O)n(Cc3cccnc3)c3c2CCC3)c1
 : ., 7%, ., -4%, 0%, 0%, 15%, ., .
CC(=O)C1=CCC(c2ccccc2)N(S(C)(=O)=O)C1 (configuration not stated)
 : 0%, 1%, 19%, 0%, ?, 5%, 24%, 16%, .
O=C(COc1ccc(Cl)cc1Br)Nc1ccncc1
 : 0%, 17%, -14%, -14%, ?, -2%, 12%, -17%, 2%
O=C(NCc1cccnc1)c1cccc(NC(=O)c2ccco2)c1
 : -1%, 2%, ?, -2%, 14%, 17%, -23%, ?, -3%
COCCNC(=S)N(CCc1c(C)[nH]c2ccc(C)cc12)Cc1cc(OC)c(OC)c(OC)c1
 : -2%, -9%, -12%, -24%, -5%, 21%, ?, 0%, ?
COc1ccc(/C=C2\SC(N3CCc4ccccc4C3)=NC2=O)cc1
 : 12%, 15%, 3%, 12%, ?, ?, ?, 9%, -6%
Cc1cccc(-[n+]2c(-c3cccc(Br)c3)[nH]c3nc4ccccc4nc32)c1
 : 0%, 0%, 0%, 0%, ?, 12%, 3%, 11%, ?
Cn1c(C(=O)O)c(CC(=O)Nc2ccc3c(c2)OCCO3)c2ccccc21
 : -3%, 11%, 9%, 13%, 27%, 0%, ?, 10%, -7%
CCOC(=O)N(C)c1c(CC)nc2c(OCc3ccc(F)cc3)cccn12
 : 10%, -2%, -7%, 1%, ?, 22%, 4%, 6%, .
CCCN1C(=O)SC(CC(=O)Nc2ccc(Br)cc2)C1=O (configuration not stated)
 : 2%, -16%, -9%, 7%, 10%, 18%, ?, -10%, 3%
COc1cc(/C=C2/S/C(=N/S(=O)(=O)Cc3ccccc3)NC2=O)c([N+](=O)[O-])cc1OC
 : -4%, 1%, ?, -11%, -2%, -18%, -3%, -10%, -24%
Cc1ccc(N2C(=O)CSC23C(=O)N(CC(=O)Nc2ccccc2F)c2ccccc23)cc1C (configuration not stated)
 : 0%, -7%, ., -18%, ?, 29%, 4%, ., .
COc1ccccc1/C=C/C=N/NC(=O)CCC1C(=O)NN=C1C (configuration not stated)
 : -2%, 2%, 1%, 3%, 12%, 10%, 11%, 1%, -9%
CC1=C(n2ccnc2)CCC1=O
 : 0%, -14%, 18%, 17%, ?, 22%, 3%, 20%, 2%
CCOC(=O)N1CCC(N2C(=O)c3ccc(C(=O)Nc4ccc(F)cc4F)cc3C2=O)CC1
 : -6%, -9%, 9%, 18%, 13%, 0%, 1%, 4%, -5%
COc1ccc(-c2nc3ccc(Br)cn3c2Cc2ccccc2)cc1OC
 : 9%, -3%, ?, ?, 13%, 15%, 15%, ?, .
Cn1nc(C2CC2)cc1NC(=O)C1(C)CCN1C(=O)CCc1ccccc1 (configuration not stated)
 : 3%, 4%, 24%, 0%, -2%, 26%, 10%, 12%, .
COc1cccc(C=N[C@@H](CO)[C@@H](O)c2ccc([N+](=O)[O-])cc2)c1O
 : -4%, 5%, -7%, 6%, 12%, -10%, -15%, -16%, 14%
Cc1ccc(/C=N/NC(=O)CSc2nnc(-c3ccc(Cl)cc3)n2-c2ccc(Cl)cc2)o1
 : 11%, 14%, 18µM*, ?, ?, -14%, 10%, ?, ?
CCCCCCn1c(O)c(/C=C2\C=NN=C2c2ccccc2)sc1=S
 : 1%, 11µM*, -13%, 2%, ?, 1%, ?, ?, ?
O=c1oc(-c2ccccc2)nc2c1C1(CCCCC1)Cc1ccccc1-2
 : 3%, 5%, -7%, -27%, 0%, -13%, 3%, -4%, 0%
Clc1ccc(SCc2cc(Cl)nc(-c3ccccc3)n2)cc1
 : -1%, 4%, 3%, 2%, 1%, -25%, 0%, 10%[9.24 µM], -4%
CCOC(=O)N1CCN(c2c(NCCCOC(C)C)c(=O)c2=O)CC1
 : -6%, 1%, 1%, -2%, ?, -11%, 4%, -3%, -7%
Cc1cccc(NC(=O)CNC(=O)COc2cc(F)ccc2[N+](=O)[O-])c1C
 : 10%, 1%, 4%, 8%, -23%, -12%, -14%, 6%, -118%[inhibitor]
O=C(NCC1CC1)c1cc2c(c(-c3cccc(-c4ccccc4F)c3)n1)[C@H](CCO)N(C(=O)CC1CC1)C2
 : -2%, ?, 23µM*, ?, ?, ?, ?, ?, .
CCCCN(C)C(=O)c1nc2ccccn2c1CN1CCC[C@H]1CO
 : 9%, -13%, 24%, 15%, 0%, 4%, 18%, 9%, 0%
CCOC(=O)c1sc(=S)n(-c2cc(F)ccc2F)c1N
 : 1%, -15%, -1%, -9%, -2%, -2%, 4%, ?, -2%
Cc1ccc(-c2cc(C(=O)N3CCN(C(=O)c4ccco4)CC3)[nH]n2)c(C)c1
 : -1%, 11%, 5%, -5%, -4%, 4%, -16%, 0%, -20%
C[C@H](CO)N1C[C@H](C)[C@H](CN(C)S(=O)(=O)c2ccccc2)OCc2cnnn2CCCC1=O
 : -1%, 0%, 16%, 4%, ?, 23%, 19%, 15%, .
CCOc1ccc(NC(=O)COC(=O)Cn2nc(C)c([N+](=O)[O-])c2C)cc1OCC
 : 7%, 2%, 15%, -2%, 0%, 15%, 9%, 5%, -1%
